MITF TRPM1 inh – inhibitors of MITF-driven TRPM1 promoter in melanoma cells; inhibition, % at 12.5 µM; SK-MEL-5 TRPM1 promoter luciferase, 24 h; AID 488899; 330,000 tested, 0.83% active;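 active means mean inhibition across replicates of 60% or more, whatever share of single replicates reaches that level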; further: values of inactives mirror those of a sister screen read the other way
PDI turbidity – inhibitors of human protein disulfide isomerase | P07237 | inhibition, % at 10 µM | PDI insulin aggregation turbidity, A650, 90 min | 350,000 tested, 0.052% active;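 active means mean inhibition across replicates of 30% or more, whatever share of single replicates reach that level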;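 further: absorbance from insulin aggregation driven by PDI reduction with DTT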
Target sequence (P07237 whole entry, looked up): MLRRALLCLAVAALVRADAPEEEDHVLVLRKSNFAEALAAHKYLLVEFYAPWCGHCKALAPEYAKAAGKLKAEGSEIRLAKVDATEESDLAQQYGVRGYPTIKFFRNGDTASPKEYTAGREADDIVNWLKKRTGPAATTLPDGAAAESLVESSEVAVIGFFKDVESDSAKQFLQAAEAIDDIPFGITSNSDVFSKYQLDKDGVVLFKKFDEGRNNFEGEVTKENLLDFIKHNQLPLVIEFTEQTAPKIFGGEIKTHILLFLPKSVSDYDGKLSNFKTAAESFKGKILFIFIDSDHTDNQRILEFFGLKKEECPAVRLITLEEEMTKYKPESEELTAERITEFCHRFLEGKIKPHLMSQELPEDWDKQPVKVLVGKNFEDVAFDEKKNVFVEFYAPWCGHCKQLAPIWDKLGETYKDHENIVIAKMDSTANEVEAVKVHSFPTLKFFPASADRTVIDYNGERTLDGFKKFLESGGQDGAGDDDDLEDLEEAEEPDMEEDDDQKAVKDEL
NR2E3 ag-1 – activates human photoreceptor nuclear receptor NR2E3; AID 2300; GST-NR2E3/biotin-RetCOR TR-FRET, 1536-well; inhibition of corepressor binding, % at 4.78 µM; 320,000 tested, 0.12% active;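 active means percent inhibition above the cutoff of mean plus 3 SD of all tested compounds, set per screening campaign, cut at about 20% in these data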;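 further: 0% = DMSO wells and 100% = biotin wells as full block of FRET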
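Test system: GST-NR2E3 and biotin-RetCOR proteins | Quantity: 1.35 nM GST-tagged NR2E3 final | Medium: Tris pH 7.5 | Also added: 7 nM biotin-RetCOR | Dosing: Compound at 4.8 µM, single dose | Timing: 5 h at 4 °C | Detection: Time-resolved FRET | Read-out basis: Percent inhibition | Benchmarks: Biotin wells as high control, 0.6% DMSO wells as low control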
NR2E3 ag-2 – activates human NR2E3 receptor | AID 602229 | 360,000 tested, 0.35% active | inhibition of corepressor binding, % at 3.98 µM | CHO-S Gal4-NCOR/VP16-NR2E3 two-hybrid, luciferase | Q9Y5X4;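 active means inhibition above the mean of all tested compounds plus 3 SD, cut at about 70% in these data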;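 further: 0% = DMSO with NR2E3 transfected cells and 100% = cells lacking NR2E3 construct; higher means lower luciferase signal from less NR2E3 corepressor binding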
m5-HT2A agonist – agonists of mouse serotonin 5-HT2A receptor (HTR2A). 360,000 tested, 0.66% active. AID 624169. CHO-K1 mHTR2A beta-arrestin complementation, luminescence; percent of 30 µM serotonin response. activation, % at 7.6 µM;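 active means activation above a run cutoff, the mean activation of all tested compounds plus 3 SD, cut at about 14% in these data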;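 further: 0% = plate median of compound wells and 100% = 30 µM serotonin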
Target sequence (P35363 whole entry, looked up): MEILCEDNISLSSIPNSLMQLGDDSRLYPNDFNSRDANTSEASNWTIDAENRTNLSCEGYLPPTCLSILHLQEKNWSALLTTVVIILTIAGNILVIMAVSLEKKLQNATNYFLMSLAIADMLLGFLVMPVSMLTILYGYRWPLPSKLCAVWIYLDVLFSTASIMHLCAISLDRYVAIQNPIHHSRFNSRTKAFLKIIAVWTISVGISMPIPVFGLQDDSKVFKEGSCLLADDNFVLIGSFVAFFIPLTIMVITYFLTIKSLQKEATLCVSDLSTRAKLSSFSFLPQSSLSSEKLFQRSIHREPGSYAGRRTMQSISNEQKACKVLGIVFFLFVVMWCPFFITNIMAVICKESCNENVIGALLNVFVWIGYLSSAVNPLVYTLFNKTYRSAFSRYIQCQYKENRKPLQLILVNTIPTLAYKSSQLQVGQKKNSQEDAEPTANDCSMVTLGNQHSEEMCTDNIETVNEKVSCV
Peg3 prom inh – Peg3 promoter activity inhibition; inhibition, % at 20 µM; AID 588405; HeLa PEG-Prom luciferase reporter, luminescence, overnight; 360,000 tested, 1.7% active;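 active means inhibition of at least 50% at 20 µM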
CaV13 FRET inh – Primary screen for inhibitors of IQ motif and Ca2+-dependent inactivation inhibitor domain binding in CACNA1D, Förster resonance energy transfer in living cells, …. HEK cells, CFP/YFP FRET ICDI-IQ, plate reader, 10 min; percent FRET-ratio fall versus neutral wells. inhibition, % at 12.3 µM. 340,000 tested, 0.098% active. AID 743397;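 active means mean replicate inhibition of at least 30% and at least 1% of replicates passing that level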;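 further: 0% = median of the neutral control wells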
hiPSC survival – hiPSC single-cell survival enhancement; AID 602274; survival enhancement, % at 20 µM; ATPlite luminescence; 100% = ROCK inhibitor wells, 0% = DMSO; 360,000 tested, 0.044% active; in the data active means survival enhancement above about 18%;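 further: cells exposed to compounds for 16 hours before the ATP read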
Shn3 3UTR inh – Schnurri-3 reporter inhibition in Clone20 osteoblasts | 360,000 tested, 0.52% active | AID 588674 | Clone20 osteoblast Shn3 3'UTR firefly luciferase, 24 h | inhibition, % at 12.5 µM;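 active means mean inhibition of at least 75% with every replicate also reaching 75%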;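 further: 0% = median of neutral control wells and 100% = pilot-screen positive control compound; some compounds past the cut are filed as inactive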
H9c2 protect – protects H9c2 cardiomyocytes from peroxide injury. H2O2 injury protection, ATPLite, 2 h. protection from H2O2 cell death, % at 20 µM. 360,000 tested, 0.63% active. AID 588492;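 active means compounds giving at least 50% protection of heart cells from peroxide-induced death in the single-dose screen, raw or plate-pattern-corrected value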;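 further: 0% = DMSO wells with peroxide and 100% = DMSO wells without peroxide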
HIF-2a inh – HIF-2a inhibition. 786-0 RCC cells HIF-2a reporter, luciferase luminescence, overnight. inhibition, % at 18.8 µM. 360,000 tested, 0.72% active. AID 624352;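 active means inhibition of the luminescence signal of 40% or more relative to plate controls, in a single-dose primary screen at 18.75 µM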
An asterisk follows results filed as active; x = not tested or not shown.

SMILES	MITF TRPM1 inh	PDI turbidity	NR2E3 ag-1	NR2E3 ag-2	m5-HT2A agonist	Peg3 prom inh	CaV13 FRET inh	hiPSC survival	Shn3 3UTR inh	H9c2 protect	HIF-2a inh
O=C1c2ccccc2NC(c2ccccc2O)N1NS(=O)(=O)c1ccccc1 (configuration not stated)	-19	5	-18	12	-3	-1	-4	2.8	33	4	-4
COc1ccc(S(=O)(=O)Nc2cc(C(=O)NCCCN3CCOCC3)ccc2N2CCOCC2)cc1	5	-2	3	-26	-6	-5	-6	0.0	15	6	4
CCn1c(SCC(=O)Nc2nnc(C)s2)nnc1C(C)NC(=O)c1ccccc1F (configuration not stated)	-1	-7	5	-20	9	-6	-4	0.3	-3	-4	6
COc1ccc(S(=O)(=O)NC(Cc2cnc[nH]2)C(=O)O)cc1 (configuration not stated)	-8	1	-3	-23	1	2	-2	0.3	-5	8	6
CNC(=O)COC(=O)COc1ccc2c(C)cc(=O)oc2c1	-1	-1	1	-2	-2	5	-6	-0.8	19	29	5
COC(=O)c1ccccc1NC(=O)CN(c1ccc(C)cc1)S(C)(=O)=O	6	18	-3	3	3	20	-19	0.7	-1	0	12
CCCCc1ccc(S(=O)(=O)NC(=O)C2(C)CCN2C(=O)CC2CC2)cc1 (configuration not stated)	x	-4	x	4	4	9	-11	0.7	-4	-2	21
Cc1nc(C)c(CCNC(=O)c2ccccc2Br)s1	7	-1	1	1	3	-12	-7	2.9	7	3	1
O=C(Cn1cc([N+](=O)[O-])ccc1=O)N1CCc2ccccc21	1	-3	x	-2	6	13	-6	0.0	-4	-1	13
Cc1ccc(CNc2oc(COc3ccccc3Cl)nc2C#N)cc1	-13	2	5	-24	2	-7	-6	3.5	0	-13	2
Cc1nnsc1C(=O)NNS(=O)(=O)c1cc(C(F)(F)F)cc(C(F)(F)F)c1	-4	2	4	6	5	9	-4	0.1	-38	1	20
CCN(C(=O)CN1C(=O)NC(c2ccccc2)(c2ccc(C)c(C)c2)C1=O)C1CCS(=O)(=O)C1 (configuration not stated)	-2	8	1	-5	-1	4	-6	2.0	-3	0	6
CC(=O)Nc1ccc(NC(=O)C(=O)c2cn(CC(=O)N3CCCC3)c3ccccc23)cc1	11	-3	0	9	-3	5	-2	2.3	-20	11	-4
CC(=O)c1ccc(OC(=O)Oc2ccc(C(C)=O)cc2)cc1	-2	3	x	4	-4	-8	-10	7.0	-3	0	5
Cc1cccn2c(=O)c3cc(C(=O)NCc4ccco4)c(=N)n(C4CCCC4)c3nc12	0	-4	-2	-25	-3	6	6	-0.2	-15	17	20
COC(=O)C1=C(C)N(CCCC(=O)O)C(=O)NC1c1ccccc1Cl (configuration not stated)	-25	-7	6	-15	2	2	-5	0.3	-2	8	5
CC1CCN(S(=O)(=O)c2ccc(C(=O)OC(C)C(=O)NC3CCCCC3C)cc2)CC1 (configuration not stated)	2	10	0	-7	-1	3	x	-0.1	2	1	9
O=C1CC(C(F)(F)F)=NN1	-6	1	1	-20	1	2	-2	-0.3	-6	1	23
O=C(NCCCn1ccnc1)C(=O)NCc1ccccc1	4	-1	-5	-12	0	11	x	-5.3	-6	3	8
CC(C)C(OC(=O)C1CCCO1)C(=O)NC1CCCC1 (configuration not stated)	-14	4	5	3	8	1	-8	3.0	2	-3	4
Cc1ccc(N(C(=O)c2snc(C(N)=O)c2N)C(C(=O)NCCC(C)C)c2ccco2)cc1 (configuration not stated)	2	10	4	-8	-2	29	-5	-1.0	4	46	9
O=S(=O)(c1cccc(-c2csc(-c3ccccc3)n2)c1)N1CCOCC1	-5	-1	0	5	-6	-27	-5	1.2	-46	-3	-45
CC(=O)Nc1ccc(S(=O)(=O)Nc2ccc(N3CCOCC3)c(F)c2)cc1	1	-11	9	21	2	-5	x	7.3	22	-1	3
COC(=O)C(C)SC1=N/C(=C/c2ccc(-n3cncn3)cc2)C(=O)N1 (configuration not stated)	18	5	-6	-6	-4	16	1	0.9	1	16	22
O=C(c1cncc(Br)c1)N1CCN(c2ccc([N+](=O)[O-])cc2)CC1	3	-3	-2	-18	3	15	-4	1.1	10	-3	22

Structures from the list above that have a COOH group (two):
SMILES	MITF TRPM1 inh	PDI turbidity	NR2E3 ag-1	NR2E3 ag-2	m5-HT2A agonist	Peg3 prom inh	CaV13 FRET inh	hiPSC survival	Shn3 3UTR inh	H9c2 protect	HIF-2a inh
COc1ccc(S(=O)(=O)NC(Cc2cnc[nH]2)C(=O)O)cc1 (configuration not stated)	-8	1	-3	-23	1	2	-2	0.3	-5	8	6
COC(=O)C1=C(C)N(CCCC(=O)O)C(=O)NC1c1ccccc1Cl (configuration not stated)	-25	-7	6	-15	2	2	-5	0.3	-2	8	5

(more compounds)
SMILES	MITF TRPM1 inh	PDI turbidity	NR2E3 ag-1	NR2E3 ag-2	m5-HT2A agonist	Peg3 prom inh	CaV13 FRET inh	hiPSC survival	Shn3 3UTR inh	H9c2 protect	HIF-2a inh
CCc1cc2c(NC(Cc3c[nH]c4ccccc34)C(=O)O)nc(C)nc2s1 (configuration not stated)	1	-7	1	-20	-2	17	-15	-0.5	-11	-2	17
CCc1[nH]nc2c1C(C1C=CCCC1)C(C#N)=C(N)O2 (configuration not stated)	26	-7	2	7	-2	34	-14	-4.7	-14	-1	27
Cc1ccc(S(=O)(=O)N2CCCC(c3nnc4n3-c3ccccc3SC4)C2)cc1 (configuration not stated)	3	-1	0	-1	-4	25	x	-1.8	21	-2	14
COc1ccc2c(c1OC)c(=O)n1c3ccc(OC(C)C(=O)NCCN4CCOCC4)cc3c3ccnc2c31 (configuration not stated)	-4	x	-2	7	1	23	x	-1.3	7	53*	-16
CCNC(=O)C1CCCN(C(=O)c2ccc3snnc3c2)CC1 (configuration not stated)	x	-22	x	-3	1	7	-5	5.0	-2	1	11
Cc1ccc(N=C2NC(=O)c3cccc([N+](=O)[O-])c32)cc1	-19	-4	-2	-5	0	-68	-3	-1.5	2	-1	-152
CCOC(=O)C1=C(CS(=O)(=O)c2ccc(Cl)cc2)NC(=O)NC1c1ccc(O)c(OC)c1 (configuration not stated)	2	-4	1	-27	-2	23	-3	-0.5	-1	6	16
C[C@H](CO)N1C[C@H](C)[C@@H](CN(C)S(C)(=O)=O)Oc2c(NC(=O)Nc3ccccc3)cccc2C1=O	-8	12	x	14	6	-5	-6	2.6	-9	1	-7
Nc1cc(-c2ccccc2)nn1Cc1ccc(Cl)cc1	11	0	1	-1	-1	-89	-1	-5.1	-4	-9	-116
Cn1cc(-c2cccc(Cl)c2)cc(C#N)c1=O	11	5	-1	-2	-2	1	5	2.1	-1	-1	13
O=S(=O)(c1ccc(N2CCCCCC2)nc1)N1CCCC1	-5	2	1	-9	0	-26	-1	0.4	-7	6	-45
CC(=O)C1N=NCC1c1ccccc1 (configuration not stated)	-1	-1	x	-27	-3	6	-10	-2.4	11	-2	5
O=C(CSCc1ccccc1)Nc1cccc(C(=O)Nc2ccccc2C(=O)O)c1	1	1	4	-11	2	1	-6	0.8	7	0	5
CCOC(=O)c1c(C)nsc1NCc1ccccc1	3	-18	2	-19	-5	25	-5	0.5	25	-2	21
COc1ccccc1C(=O)N1CCN(CCc2ccccc2)CC1	-4	-6	1	1	-9	6	-8	0.0	4	1	12
COc1ccc(C(=O)N2CC3(CC(c4cccc(NC(=O)CC(c5ccccc5)c5ccccc5)c4)=NO3)C[C@H]2C(N)=O)cc1 (some centres not stated)	12	0	-5	12	-2	31	-10	-5.3	14	6	-5
COc1ccc(NC(=O)CN2C(=O)C3CC=CCC3C2=O)cc1Cl (configuration not stated)	x	1	x	-17	5	6	-6	0.9	-19	2	1
CC[C@@H]1C=C(C(=O)O)[C@H](c2ccc(C#N)cc2)N1S(=O)(=O)c1ccc(C)cc1	0	-2	x	-7	1	2	-1	5.8	-11	5	3
CCOc1ccccc1C(=O)NC1CC2CCCC(C1)N2Cc1nnnn1Cc1ccco1 (configuration not stated)	-1	6	0	-14	2	20	-3	-3.1	34	9	3
O=C(c1ccc(Br)c(S(=O)(=O)N2CCOCC2)c1)N1CCN(C/C=C/c2ccccc2)CC1	3	7	x	1	-6	12	-2	-0.5	-1	-2	-3
COC(=O)C(CC(C)C)NC(=O)CSc1nc(-c2ccccc2)c(C#N)c(=O)[nH]1 (configuration not stated)	14	-2	10	3	2	2	-3	-2.4	-5	9	6
CCC(=O)NC(c1cccs1)c1cc(Cl)c2ccccc2c1O (configuration not stated)	13	2	0	-49	-3	19	-5	-0.2	-23	-20	8
COc1ccc(/C=N/Nc2cc(C)nc3ccccc23)cc1	78*	1	4	-2	-3	103*	-15	-0.9	11	-19	-22
Cc1ccsc1C(=O)OC1CCOC1=O (configuration not stated)	3	6	3	-18	-2	9	-2	0.6	8	5	8
CC(=O)NC(c1ccc(F)c(F)c1)c1nc(-c2cc3ccccc3o2)cs1 (configuration not stated)	x	5	x	13	0	-6	-5	-2.7	-12	-15	-53

Filtered by structure, the compounds so far with a Cl atom (7)
SMILES	MITF TRPM1 inh	PDI turbidity	NR2E3 ag-1	NR2E3 ag-2	m5-HT2A agonist	Peg3 prom inh	CaV13 FRET inh	hiPSC survival	Shn3 3UTR inh	H9c2 protect	HIF-2a inh
Cc1ccc(CNc2oc(COc3ccccc3Cl)nc2C#N)cc1	-13	2	5	-24	2	-7	-6	3.5	0	-13	2
COC(=O)C1=C(C)N(CCCC(=O)O)C(=O)NC1c1ccccc1Cl (configuration not stated)	-25	-7	6	-15	2	2	-5	0.3	-2	8	5
CCOC(=O)C1=C(CS(=O)(=O)c2ccc(Cl)cc2)NC(=O)NC1c1ccc(O)c(OC)c1 (configuration not stated)	2	-4	1	-27	-2	23	-3	-0.5	-1	6	16
Nc1cc(-c2ccccc2)nn1Cc1ccc(Cl)cc1	11	0	1	-1	-1	-89	-1	-5.1	-4	-9	-116
Cn1cc(-c2cccc(Cl)c2)cc(C#N)c1=O	11	5	-1	-2	-2	1	5	2.1	-1	-1	13
COc1ccc(NC(=O)CN2C(=O)C3CC=CCC3C2=O)cc1Cl (configuration not stated)	x	1	x	-17	5	6	-6	0.9	-19	2	1
CCC(=O)NC(c1cccs1)c1cc(Cl)c2ccccc2c1O (configuration not stated)	13	2	0	-49	-3	19	-5	-0.2	-23	-20	8

Screening results: PubChem, several laboratories
